Screening data: PubChem, NCI
Growth percent in the NCI-60 one-dose screen (48 h, 10 µM unless noted): 100 = growth as untreated, 0 = no growth, -100 = all killed.
OVCAR-3: OVCAR-3 ovarian cancer; hit rate 7% among 79,000; AID 1794787
OVCAR-5: OVCAR-5 ovarian cancer; AID 1794783; hit rate 2.9% among 82,000
NCI/ADR-RES: NCI/ADR-RES ovarian cells | AID 1794790 | hit rate 4.4% among 81,000
NCI-H23: NCI-H23 lung cancer; hit rate 4% among 80,000
NCI-H522: NCI-H522 lung cancer; hit rate 8% among 78,000
OVCAR-8: OVCAR-8 ovarian cancer | hit rate 4.4% among 81,000
OVCAR-4: OVCAR-4 ovarian cancer cells | AID 1794784 | hit rate 3.7% among 80,000
IGROV1: IGROV1 ovarian cancer; hit rate 4.7% among 79,000
SK-OV-3: SK-OV-3 ovarian cancer cells. AID 1794785. hit rate 3.2% among 80,000
An asterisk follows results filed as active; nt = not tested or not shown; & = joins results of further samples. The calls were made as follows: active = growth percent below 10; inactive = the rest.

SMILES	OVCAR-3	OVCAR-5	NCI/ADR-RES	NCI-H23	NCI-H522	OVCAR-8	OVCAR-4	IGROV1	SK-OV-3
Cc1ccccc1-c1ccc2c3c(cccc13)C(=O)N(N1C(=O)c3cccc4cccc(c34)C1=O)C2=O	nt	108	106	108	105	106	104	112	110
CC(CCN1C(=O)c2ccccc2C1=O)C(Br)C(=O)O (centres undefined)	108	111	114	107	nt	92	102	111	104
Cc1ccc2c(n1)C(=O)C(Cl)=C(Nc1cccc(C(F)(F)F)c1)C2=O	-86*	119	93	52	-29*	76	-98*	-57*	90
N#C/C(C(=O)Nc1ccc(S(N)(=O)=O)cc1)=C1\C(=O)Nc2ccccc21	107	100	106	99	97	98	nt	95	nt
CCCN1CCN(c2ccc3nc(-c4ccc5nc(-c6ccc(C(F)(F)F)cc6)[nH]c5c4)[nH]c3c2)CC1	-97*	-25*	74	-77*	-43*	-38*	-83*	-83*	nt
COc1ccc(CC2OC(C)CC(C)(C)O2)cc1 (centres undefined)	107	105	110	113	nt	105	94	99	105
CCCCCCCCCCCCCCCCCCC(CO)CO	81	107	100	101	112	98	116	101	84
Cc1cc(C)n(C(=O)CC#N)n1	104	103	109	109	95	106	124	112	107
COc1ccc(-c2cc(-c3nnc(SCC(=O)Nc4ccc(/C(C)=N\O)cc4)n3-c3ccccc3)c3ccccc3n2)cc1	85	99	79	88	48	74	86	76	83
COc1cc2c(cc1OC)C(=O)OC(=O)C2	115	96	113	111	121	106	93	127	100
COc1ccc(-c2cs/c(=N\N=C\c3cccc(C)c3)n2C)cc1	92	99	96	79	75	95	63	80	76
O=C1CCCCN1CCCCC#Cc1cccc(C#Cc2cnccn2)c1	115	97	93	100	94	93	107	74	90
C(=C\c1nnc(-c2[nH]nc3c2CCc2ccccc2-3)o1)/c1ccc2c(c1)OCO2	99	96	97	79	76	103	86	90	96
Cc1nc2ccccc2c(/C=C/c2ccc(C(F)(F)F)cc2)c1C(=O)c1ccccc1	81	90	62	71	57	79	71	82	91
CCOC(=O)C1CC(CN2C(=O)c3ccccc3C2=O)OC1=O (centres undefined)	113	117	116	106	nt	108	103	107	108
COc1ccc(NC(=O)Nc2cnn(-c3ccc(S(N)(=O)=O)cc3)c2-c2ccccc2)cc1	106	108	105	107	91	92	106	93	109
COc1ccc(-c2csc(N/N=C/c3cccs3)n2)cc1	95	118	87	66	64	90	49	80	91
C[C@H]1C(=O)C23CCC1C[C@@]21O[C@@H]2C(C)(C)C=CC(=O)C23COC1=O	126	109	106	nt	93	101	108	110	102
COc1cc(C#N)ccc1O	105	108	103	106	nt	101	109	102	95
COC(=O)C1CCN(c2ncnc3cc(OC)c(OC)cc23)CC1	116	97	94	93	90	99	108	96	121
COc1cc([N+](=O)[O-])c(OC)cc1Cl	131	108	106	103	84	108	nt	101	107
COc1ccc2nc(-c3ccc(Cl)cc3)cc(C(=O)O)c2c1	121	96	101	89	80	102	97	93	85
COc1cc(/C=N/NC(=O)c2ccc(S(C)(=O)=O)cc2)ccc1O	106	111	108	103	62	80	113	107	92
NS(=O)(=O)c1ccc(N=NN(CCO)CCO)cc1	104	105	102	94	102	101	102	120	95
Fc1cc2[nH]ncc2c2c3c(c(-c4cn[nH]c4C(F)(F)F)nc12)CCCC3	-11*	4.8*	46	-12*	-24*	6.9*	24	0.2*	-25*
Following part
SMILES	OVCAR-3	OVCAR-5	NCI/ADR-RES	NCI-H23	NCI-H522	OVCAR-8	OVCAR-4	IGROV1	SK-OV-3
O=C(NCc1ccco1)c1ccc(C(=O)NCc2ccco2)cc1	100&103	102&97	99&106	97&99	77&86	102&113	100&110	101&97	103&92
O=C(N/N=C/c1cc2ccccc2n2nnnc12)Nc1ccccc1	111	106	105	100	94	103	108	112	112
COC(=O)[C@@H](NS(=O)(=O)N(c1ccc(F)cc1)C1CCN(C(=O)c2ccc(F)cc2)CC1)C(C)C	88	93	94	nt	88	111	96	117	100
Cc1nc([P+](c2ccccc2)(c2ccccc2)c2ccccc2)co1	63	105	112	98	78	92	75	77	88
COc1ccc2[nH]cc(/C=C3/C(=O)Nc4cc(Cl)ccc43)c2c1	94	90	80	83	81	79	83	96	78
O=C(Cc1ccc(Nc2ccnc(C(F)(F)F)c2)cc1)Nc1cc(Cl)ccc1O	76	90	53	46	61	79	53	60	87
COc1ccc(C23CCC(=O)N2CCc2cncn23)cc1 (centres undefined)	112	96	112	111	87	101	105	106	104
Cc1c(C)c([N+](=O)[O-])c(C(C)(C)C)c([N+](=O)[O-])c1C	105	89	104	102	113	103	115	116	105
Cc1ncsc1/C=C1/C(=O)Nc2ccccc21	99	110	99	86	87	103	88	73	97
COC(=O)[C@@H]1CCCN1C(=O)C1=C(C)NC(=S)NC1c1cc(OC)c2c(c1)OCO2 (some centres undefined)	115	100	95	90	89	97	100	nt	96
CCOC(=O)C1=CSC2=NC(C)=CC(c3ccc(OC)c(OC)c3)N12 (centres undefined)	nt	107	97	102	88	99	93	112	107
NC(=O)c1ncc(-c2ccc(C(F)(F)F)cc2)c(NC2CCCCCC2)n1	99	88	100	86	69	100	85	86	93
O=C(O)COc1ccc(F)c(Cl)c1	108	95	113	102	108	108	99	107	105
COc1ccc(C(=O)/C=C/c2ccc(C)cc2)cc1OC	4.4*	90	71	78	nt	nt	73	-19*	98
O=C(CSc1ccc(-c2ccc(Br)cc2)nn1)Nc1ccccc1	103	106	90	102	91	99	99	105	105
CCNc1nncs1	105	105	107	98	101	103	105	106	98
CCN(CCO)C(C(=O)c1ccc(Cl)cc1)c1ccccc1 (centres undefined)	110	104	102	95	92	103	103	92	102
CCCCCCCN(c1ccc(C(=O)OCC)cc1)S(=O)(=O)c1ccc(C)cc1	99	99	100	83	78	97	75	91	93
COc1cc2oc(-c3cccc(NC(=O)c4cccc(N)c4)c3)cc(=O)c2c(OC)c1OC	86	101	90	85	62	67	95	80	128
CC(=O)Nc1nc(Cl)c([N+](=O)[O-])c(SCc2ccccc2)n1	112	103	103	99	118	100	105	110	102
CCNc1nn2ccccc2c1/C=C(/C#N)C(=O)OCC	116	89	83	96	73	92	92	94	106
Cn1cc(-c2csc(-c3ccc(F)cc3)n2)c2ccccc21	107	82	101	91	82	106	106	104	101
CCC(CC)n1c(=O)c(SC2=NC3C(NN2)N(CC)C(=O)N3CC)c(C(=O)O)c2ccccc21 (centres undefined)	nt	37	20	12	-45*	8.0*	65	33	41
CC(=O)OCC1(C)OC(=O)N(Cc2ccc(F)cc2)C1=O (centres undefined)	108	104	107	97	93	103	107	113	101
COc1cc(OC)c2c(c1)O[C@@]1(OCCCc3ccccc3)[C@H](c3ccccc3)C[C@@H](O)[C@@]21O	108	109	95	100	90	97	109	110	100
The results go on.
SMILES	OVCAR-3	OVCAR-5	NCI/ADR-RES	NCI-H23	NCI-H522	OVCAR-8	OVCAR-4	IGROV1	SK-OV-3
O=C1OC2Oc3ccccc3C(O)=C2C=C1c1ccc(F)cc1 (centres undefined)	107	95	127	115	nt	108	108	nt	112
CC(=O)O[C@H]1C[C@@]2(C)[C@@H](C/C(=N\O)[C@H]3[C@@]4(C)CC/C(=N\O)[C@@H](C)[C@@H]4CC[C@@]32C)/C1=C(\CCC=C(C)C)C(=O)O	97	103	99	98	88	107	102	107	117
CCOC(=O)C1=C(C)NC(C)=C(C(=O)OCC)C1c1ccncc1	104	100	104	103	103	105	103	106	107
N#Cc1cc2c(nc1-n1cccc1)CCCC2	nt	93	100	100	86	99	99	106	108
CCCCCCCCn1cc(C2=C(c3coc4ccc(OC)cc34)C(=O)N(O)C2=O)c2ccccc21	110	96	97	96	93	100	nt	95	nt
N#Cc1ccc([N+](=O)[O-])cc1OCCCN1CCCCC1	101	102	99	97	98	110	101	108	112
N#C/C(=C\c1ccc(-c2ccc(Cl)cc2)o1)c1ccccc1	76	93	70	66	81	68	53	49	76
COc1ccc(C(C#N)NCCCCCCNC(C#N)c2ccc(OC)cc2)cc1 (centres undefined)	104	99	115	106	92	110	99	104	95
O=C(O)C(Cc1cccs1)c1cccs1 (centres undefined)	112	100	116	135	84	107	120	113	120
O=C(O)CC(C(=O)O)N1C(=O)CSC1=S (centres undefined)	104	98	105	96	88	104	96	116	103
Cc1ncnc(N)c1CCCNc1ccccc1	109	101	105	105	98	103	109	114	102
CCCNS(=O)(=O)c1cc(C(=O)Nc2ccc(NC(=O)c3cc(S(=O)(=O)NCCC)c(O)c(O)c3O)cc2)c(O)c(O)c1O	109	115	112	103	98	97	103	103	96
C=C1C[C@@]2(C)C(CC[C@]3(C)C2CC=C2C4CC(C)(C)C[C@@H](OC(=O)/C(C)=C\C)[C@]4(C(=O)O)CC[C@]23C)C(C)(C)C1=O (some centres undefined)	-17*	7.9*	9.0*	-46*	-7.0*	15	39	1.1*	86
COc1cc(C2NCC(=O)N2O)cc(OC)c1OC (centres undefined)	108	111	104	94	84	94	94	96	91
CC(=O)CCC(=O)OCc1cc(=O)c(O)co1	106	94	98	93	96	108	112	99	128
CNC(=O)OCCOC1CCC2(C)C(CCC3C2CCC2(C)C(C(C)CCCC(C)C)CCC32)C1 (centres undefined)	108	94	99	93	100	102	107	103	96

Outcome played no part in choosing rows, and some 11% of all compounds hit somewhere here.
